Source: PubChem (National Center for Advancing Translational Sciences (NCATS))
pAkt inh = inhibitors of Akt phosphorylation; activity change, % for hits at 50 µM; Neuro2A IGF-stimulated pAkt S473 HTRF, 20 min; hits give low values; AID 651550; 360,000 tested, 0.32% active; in the data active = activity change below about -80%; inconclusive = mostly about -51% to -80%; note: % is set by controls: 0 for no effect and ±100 for the full control effect
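Neuro2A cells in DMEM with 0.5% FBS, overnight at 37 deg C, given compound at single 50 µM final, then IGF (6 nM final) for 20 min at 37 deg C. Lysed; phospho-Akt Ser473 by HTRF after 24 h, 665/615 ratio.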
Mm-Cpn inhibitor = inhibitors of Methanococcus maripaludis chaperonin (MmCpn); purified Mm-Cpn ATPase, ADP Transcreener TR-FRET; Potency, µM (highest dose often 76.9 µM), inactives show at the highest dose activity, negative = inhibition, hits mostly inhibitors; 330,000 tested, 0.031% active; AID 504842; note: potency is the fitted concentration of half-maximal effect; % is set by controls: 0 for no effect and ±100 for the full control effect; nearly all actives have a fitted effect of over 80% in size
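Purified archaeal Mm-CPN (25nM final) preincubated 10 min at 37degC with compound, then 10uM ATP for 30 min at 37degC; ADP measured by HTRF Transcreener TR-FRET; buffer 30 mM TRIS pH 7.4, 100mM KCl, 5mM MgCl2, 1mM DTT.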
CCT modulator = changes cytosolic chaperonin activity. 360,000 tested, 0.3% active. activity change, % (concentration not given with the values), hits read low. purified chaperonin ATPase assay, HTRF ADP detection, 30 min; in the data active = activity change below about -30%; note: % is set by controls: 0 for no effect and ±100 for the full control effect
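Enzyme 40 or 20 nM (batch-dependent) in Tris pH 7.4/KCl/MgCl2/DTT; cpd 76 uM single point; ATP 10 uM; 30 min 37 °C; Transcreener ADP HTRF detection, 30 min RT; ratio 665/615.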
Nrf2 ARE act = activates Nrf2 signaling; AID 624171; Potency, µM (top dose mostly 46.1 µM), without a hit: top-dose activation, most hits filed as activators; 410,000 tested, 0.31% active; AREc32 ARE-luciferase reporter (MCF7-derived line), luminescence, 24 h; note: potency is the fitted concentration of half-maximal effect; % of control where 0% means no effect; nearly all actives have a fitted effect of over 65% in size
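Luciferase luminescence (Steady-Glo, 30 min at room temperature) served as the read-out of ARE activation in AREc32 cells treated with compounds for 24 hr at 37 deg C.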
HepG2 viability = counter-screen for TGF-b inhibitors: cytotoxicity in HepG2 cells; AID 588856; HepG2 CAGA-GFP viability, ATP luminescence, 18 h; Potency, µM (doses to about 46.1 µM), without a hit: at the highest dose activity change, negative = cytotoxicity, hits mostly cytotoxic; 410,000 tested, 0.76% active; note: potency is the fitted concentration of half-maximal effect; some results filed as inactive show a strong effect at the top dose
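CellTiter-Glo luminescence gave cytotoxicity after 18 hours at 37 degrees C. The cells were HepG2 CAGA-GFP in 1% FBS DMEM, stimulated with 500 pg/mL TGF-beta after compound addition. %Activity was normalised to no-cell wells (complete cell-killing) and DMSO (no toxicity), and curves were fitted and classified.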
A549 viability = kills or reduces viability of A549 cells in Nrf2 counter-screen. A549 ARE-Fluc cells, CellTiter-Fluor viability, 18-24 h. Potency, µM (highest dose often 46 µM), without a hit: at the top dose activity change, negative = cytotoxicity, usual class: inhibitors. 390,000 tested, 0.16% active; note: potency is the fitted concentration of half-maximal effect; % is set by controls: 0 for no effect and ±100 for the full control effect
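Cytotoxicity counterscreen: CellTiter-Fluor fluorescence was measured in A549 ARE_Fluc cells after 18-24 h of compound exposure in a concentration series. The subsequent BugLite luminescent read reports ARE-luciferase activity.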
Abeta rescue = restores growth of yeast expressing A-beta42 peptide. yeast expressing A-beta42, growth rescue, OD600, 48 h; response scale: 0% DMSO, 100% iron-clioquinol control. Potency, µM (top dose mostly 46.1 µM), for inactives: at the highest dose growth rescue, hits mostly activators. 410,000 tested, 0.063% active. AID 1347071; note: potency is the fitted concentration of half-maximal effect; nearly all actives have a fitted effect of over 55% in size
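Growth rescue measured by 600 nm absorbance after 48 h yeast culture at 30 C with compound. Values normalized between DMSO and an equimolar ferric chloride plus clioquinol control.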
Nrf2 inh = blocks Nrf2 signaling; A549 ARE-Fluc reporter, luciferase luminescence, 18-24 h; Potency, µM (titrated, usually from 46 µM), for the others: at the highest dose activity change, negative = inhibition, hits mostly inhibitors; 360,000 tested, 2.1% active; note: potency is the fitted concentration of half-maximal effect; % is set by controls: 0 for no effect and ±100 for the full control effect; nearly all actives have a fitted effect of over 60% in size
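In this cell-based qHTS, ARE-driven firefly luciferase in A549 cells reports Nrf2 activity; the luminescent signal after BugLite lysis is the measured value, with a prior CellTiter-Fluor read for cell health.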
TGFb inhibitor = inhibitors of TGF-b signaling; HepG2 CAGA-GFP TGF-b/SMAD3 reporter, GFP fluorescence, 18 h; TGF-beta stimulated, 500 pg/mL final; Potency, µM (series often up to 46.1 µM), for inactives: at the highest dose activity, negative = inhibition, usual class: inhibitors; 410,000 tested, 1.2% active; AID 588855; note: potency is the fitted concentration of half-maximal effect; % is set by controls: 0 for no effect and ±100 for the full control effect; nearly all actives have a fitted effect of over 65% in size
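HEPG2 CAGA-GFP, 1000 cells/well; 2 h settle, 37 C; cpd via pin tool; TGF-b 500 pg/mL final; 18 h, 37 C; GFP imaging ex488/em500-530; %Activity normalised to -TGF-b and +DMSO controls; CRC fit, curve class.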
The depositor's hits bear a star; i = inactive; ? = inconclusive; / = not tested or not shown; [ ] = another dose, or the depositor's remark. Unless noted, calls come from the whole dose curve; as a rule, active = well fitted curve in the direction sought with a large enough effect; inconclusive = small, poorly fitted or top-dose-only effect, or another doubt; inactive = no such curve, though single readings can be large; an effect the other way counts as inactive or inconclusive.

smiles	pAkt inh	Mm-Cpn inhibitor	CCT modulator	Nrf2 ARE act	HepG2 viability	A549 viability	Abeta rescue	Nrf2 inh	TGFb inhibitor
O=C(Cc1c(O)c2ccccc2[nH]c1=O)N(Cc1ccccc1)Cc1ccccc1	i	0.6%	0.6	0.2%	-1.2%	5.7%	-15.3%	/	8.1%
CC(C)c1ccc(/C=C(\NC(=O)c2ccccc2)C(=O)NCCCN2CCOCC2)cc1	i	1.0%	-1.6	2.9%	-9.6%	2.3%	4.6%	7.4%	-1.3%
CCOC(=O)Cc1csc(SCC(=O)N2CCN(c3ccccc3)CC2)n1	i	0.2%	0.4	-0.1%	2.5%	0.3%	3.6%	3.0%	1.1%
COc1ccc(CCNC(=O)CSc2nnc(CNC(=O)c3ccccc3F)o2)cc1OC	i	-0.2%	-0.8	-0.6%	0.6%	-3.3%	-12.1%	1.7%	-11.5%
COCCN1C(=O)C(=O)/C(=C(/O)c2ccc(S(=O)(=O)N3CCCCC3)cc2)C1c1ccc(OC)cc1 (stereo not given)	i	2.3%	-1.4	0.1%	-56.8%	-9.7%	25.6%	-11.7%	0.6%
COCc1cccc(-c2csc(C(O)c3ccc(F)cc3)n2)c1 (stereo not given)	i	/	-2.0	6.7%	-26.5%	/	-2.4%	/	-10.0%
COc1ccc(Nc2cc(C(=O)NCc3ccccc3)c3ccccc3n2)c(OC)c1	/	/	/	6.3%	-2.6%	2.8%	2.7%	19.1%	-9.6%
CCCn1c(N2CCN(CC(=O)c3c[nH]c4ccccc34)CC2)nc2c1c(=O)[nH]c(=O)n2C	i	1.7%	1.1	4.2%	-28.1%	-7.8%	3.0%	-22.7%	-1.3%

Single values from the entries so far.
HepG2 viability, O=C(Cc1c(O)c2ccccc2[nH]c1=O)N(Cc1ccccc1)Cc1ccccc1 : -1.2%
HepG2 viability, COc1ccc(Nc2cc(C(=O)NCc3ccccc3)c3ccccc3n2)c(OC)c1 : -2.6%

Further structures follow.
smiles	pAkt inh	Mm-Cpn inhibitor	CCT modulator	Nrf2 ARE act	HepG2 viability	A549 viability	Abeta rescue	Nrf2 inh	TGFb inhibitor
CC(=O)Nc1cccc(NC(=O)CSc2nnc3ccc(-c4ccccn4)nn23)c1	i	0.2%	0.2	-0.4%	-22.6%	-14.1%	14.0%	-6.3%	?
O=C(O)CCC(=O)NNC(=O)CCC(=O)Nc1ccccc1	i	0.8%	0.9	0.5%	-9.5%	0.6%	-11.9%	-11.4%	4.2%
Cc1cc(C)c(C)c(Cn2c(CO)nc3ccccc32)c1C	i	0.2%	-4.4	-0.6%	-31.9%	3.9%	10.5%	-15.5%	?
CCOC(=O)C1=C(C)C(c2ccccc2)NC(=S)N1 (stereo not given)	i	-0.4%	-0.6	-0.3%	-13.6%	7.4%	2.5%	/	-1.8%
C/C(=N\NC(=O)c1ccccc1O)C1CC1	i	0.4%	-1.6	2.5%	-21.9%	-2.7%	5.3%	?	3.7%
CCOc1ccc(OCC)c(NC(=O)C2CCN(S(=O)(=O)c3c(C)noc3/C=C/c3ccccc3F)CC2)c1	/	/	/	4.1%	-1.5%	-1.2%	-4.6%	/	-1.7%
CCCN(CC(=O)Nc1ccccc1OC)C(=O)CNC(=O)c1ccc(C)s1	i	/	0.9	0.2%	-7.3%	0.0%	20.1%	-22.1%	-1.1%
COC(=O)c1ccc(-c2noc(CN(C)CCC3CCCCO3)n2)cc1 (stereo not given)	i	1.1%	0.9	0.5%	-8.1%	-1.5%	7.0%	0.3%	-7.9%
CC(C)N(Cc1cc2ccccc2[nH]c1=O)C(=O)C(C)(C)C	i	-0.8%	1.1	-0.2%	3.5%	-0.6%	14.0%	/	-7.2%
Cc1c(C(=O)N2CCN(Cc3ccccc3)CC2)oc2c1C(=O)CC(C)(C)C2	i	0.0%	-0.5	-0.6%	-4.0%	5.7%	3.4%	13.4%	-3.6%
COc1ccc(CCc2nc(-c3ccc(-n4cccc4)cc3)no2)cc1	i	0.6%	0.1	0.0%	2.4%	-10.1%	13.1%	16.4µM*	-4.4%
Cc1ccc(NNC(=O)c2snnc2C)cc1Cl	i	0.6%	-1.6	3.6%	-60.9%	0.5%	-36.2%[inhibitor]	16.7%	0.0%
Cc1cccc(-n2c(C)cc(C(=O)C(=O)Nc3ccccc3F)c2C)c1C	/	/	/	-1.1%	-28.3%	6.2%	-10.0%	16.7%	-17.9%
O=C(O)c1cccc(S(=O)(=O)Nc2ccc(-c3ccccc3)cc2)c1	i	-0.4%	-2.1	0.3%	-0.3%	0.2%	-0.8%	15.3%	-18.9%
O=C(CC(=O)Nc1ccccc1F)Nc1ccc2nc3n(c(=O)c2c1)CCCCC3	/	/	/	3.0%	5.5%	-3.9%	-11.4%	24.2%	-34.2%
CCN(CC(=O)Nc1ccc2c(c1)OCCO2)C(=O)CC1CCCC1	i	0.1%	-1.5	0.2%	12.0%	-15.8%	18.5%	-7.2%	-0.1%
CC(C)NC(=O)CSc1nc2ccccc2c(=O)n1CCCOC(C)C	i	-1.1%	0.9	0.1%	3.0%	-5.7%	2.7%	-5.1%	0.2%
O=C(CSc1nnc(CNC(=O)c2ccco2)o1)Nc1ccc(OC(F)(F)F)cc1	/	-1.5%	-47.3*	-0.6%	-1.5%	0.4%	-10.9%	-10.5%	6.8%
COc1ccc(NC(=O)C2(C)Cc3c(-c4ccc(C(N)=O)cc4)ccnc3O2)cc1 (stereo not given)	i	/	2.1	5.4%	0.1%	/	-12.0%	/	-4.4%
CCCCS(=O)(=O)NC1=NCN(CCOC(=O)c2ccccc2)CN1	-102.6%*	/	-2.4	0.3%	-1.3%	-5.3%	9.6%	10.6%	26.1%
C=CCc1cccc2cc(C(=O)NC(C)(C)C)c(=O)oc12	i	-2.8%	-0.4	0.0%	3.4%	-1.1%	11.6%	16.7%	5.7%
Cc1ccc(S(=O)(=O)NCCC(c2ccc(F)cc2)c2ccco2)cc1 (stereo not given)	i	2.5%	-0.3	3.5%	-24.7%	?	8.2%	?	-25.3%
Cc1ccc(CSc2c(C)cnc3c2c(=O)n(C)c(=O)n3C)cc1	/	/	/	12.1%	12.0%	5.0%	-15.0%	/	-0.2%
CC1CCN(C(=O)CCC(=O)Nc2ccc([N+](=O)[O-])cc2)CC1	i	/	0.9	0.2%	-10.2%	/	-2.5%	/	-0.6%
CCOc1ccc(C2N(c3ccc(Cl)cc3)C(=O)C3CCCN32)cc1OC (stereo not given)	i	-1.6%	1.0	-0.1%	-13.6%	7.2%	-26.0%	2.4%	-5.8%
COc1ccc(CNC(=O)c2ccc3c(c2)N(Cc2ccccc2)C(=O)c2ccccc2S3(=O)=O)cc1	/	/	/	4.1%	0.7%	-18.6%	3.1%	-7.7%	/
CCOC(=O)C1=C(C)N(CCCC(=O)O)C(=O)NC1c1cccc(OC)c1 (stereo not given)	i	/	0.7	-1.9%	3.6%	3.3%	-3.3%	2.8%	7.9%
Cc1ccc(C(=O)CC2(O)C(=O)N(CN3CCOCC3)c3ccccc32)cc1 (stereo not given)	i	-0.2%	-4.4	-0.7%	10.7%	-0.5%	2.5%	/	0.9%
Cc1ccc(C)c(Oc2ncnc(N)c2[N+](=O)[O-])c1	i	1.3%	-2.7	2.0%	9.0%	2.3%	6.3%	-2.6%	5.4%
CCC(CC)c1nnc(NC(=O)c2cccc(S(=O)(=O)N3CCc4ccccc43)c2)s1	i	-1.5%	-1.2	0.5%	-24.9%	-2.7%	-1.1%	20.6µM*	?
Cc1nn(-c2ccccc2)c2c1N(CC(=O)N1CCN(c3ccccc3F)CC1)C(=O)CS2	/	/	/	0.5%	-23.9%	8.2%	-10.0%	?	?
CC(C)CN1CCN(Cc2cn(C)c3ccccc23)CC1CCO (stereo not given)	i	-0.5%	-1.5	-0.2%	-6.7%	6.8%	13.3%	14.0%	9.8%
COc1ccc(Cn2c(=O)c3[nH]cnc3n(-c3ccccc3C)c2=O)cc1	i	0.6%	-1.4	-0.1%	4.4%	?	-9.8%	-14.8%	-0.8%
CN(C(=O)C(Cl)Cl)c1ccc(OC(=O)c2ccco2)cc1	i	1.6%[15.4 µM]	2.3	0.6%	-65.9%	2.0%	-10.8%	8.2%	11.6%
Cc1ccc(/C=C2/C(=N)N3N=C(CC(=O)N4CCCC4)SC3=NC2=O)o1	i	0.6%	1.6	0.5%	-33.0%	1.2%	/	3.5%	?
O=C(C(=O)N1CCN(c2ccc(F)cc2)CC1)c1c[nH]c2ccccc12	i	-10.9%	-0.6	0.0%	2.8%	9.0%	25.8%	5.3%	13.1%
COc1ccc(OCc2ccc(-c3nc(C#N)c(NCc4ccccc4)o3)o2)cc1	/	/	/	6.6%	-22.0%	?	-2.7%	?	?
